# Screening data as filed in PubChem BioAssay.
# SENP8 block – SENP8 protease inhibitors, primary screen, biochemical, luminescence; 330,000 compounds, 1.2% hits; inhibition, % at 10 µM; purified SENP8, Z-RLRGG-aminoluciferin cleavage
# Target sequence (Q96LD8 whole entry, looked up): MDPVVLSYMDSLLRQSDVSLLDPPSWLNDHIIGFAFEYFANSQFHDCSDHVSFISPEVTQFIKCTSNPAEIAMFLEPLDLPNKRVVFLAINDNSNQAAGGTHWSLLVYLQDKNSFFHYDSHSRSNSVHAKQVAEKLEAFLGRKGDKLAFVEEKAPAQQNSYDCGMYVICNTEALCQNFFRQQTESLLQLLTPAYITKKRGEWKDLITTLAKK
# Apaf1 inhib – inhibitors of human Apaf-1 apoptosome, primary screen, biochemical, DEVD-Rh110 fluorescence, uHTS; reconstituted apoptosome caspase-3 activity; 330,000 compounds, 0.71% hits; inhibition, % at 20 µM; active means inhibition of at least 40% at 20 µM;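 further: plate controls were DMSO wells for no effect and DEVD-CHO caspase inhibitor wells for full effect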
#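 Assay system: Apoptosome proteins | Medium: pH 7.5 Hepes buffer with CHAPS, BSA, DTT | Also added: Cytochrome c and DEVD-Rh110 substrate | Times: 30 min plus 50 min, RT | Detection: Rhodamine 110 fluorescence at Ex 480/Em 540 nm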
# UBC13 polyUb – UBC13 polyubiquitin chain formation inhibitors, primary screen, biochemical, TR-FRET, uHTS; Ubiquitin-conjugating enzyme E2 N (Homo sapiens), P61088; inhibition, % at 20 µM; 330,000 compounds, 0.47% hits; in the data active means inhibition above about 45%, passing the limit was not always enough
# Target sequence (P61088 whole entry, looked up): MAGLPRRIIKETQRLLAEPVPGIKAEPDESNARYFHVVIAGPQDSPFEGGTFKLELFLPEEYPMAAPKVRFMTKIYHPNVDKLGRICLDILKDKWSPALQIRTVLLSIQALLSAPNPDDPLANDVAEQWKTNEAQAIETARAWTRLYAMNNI
# Gli-Sufu block – Gli-Sufu pathway antagonists, primary screen, luciferase luminescence, Sufu-KO-LIGHT cells, uHTS; inhibition, % at 5 µM; 340,000 compounds, 0.74% hits; Sufu-KO-LIGHT fibroblasts, Gli luciferase reporter luminescence;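 active means inhibition above about 55%, limit read from the data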;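 further: 0% = DMSO-treated cells and 100% = wells with medium but no cells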
# Jurkat NFkB inh – inhibitors of induced NF-kB luciferase reporter, primary screen, TCR NF-kB activation inhibitor project, cell-based, luminescence, uHTS; Jurkat, PMA/ionomycin-induced NF-kB luciferase reporter; inhibition, % at 4 µM; 330,000 compounds, 0.53% hits
# 697 NFkB inh – inhibitors of PMA/ionomycin-induced NF-kB reporter, 697 cells, primary screen, B-cell NF-kB inhibitor project, cell-based, luminescence, uHTS; 697 B-cell NF-kB luciferase reporter, 16 h; inhibition, % at 4 µM; 330,000 compounds, 0.33% hits; AID 435022, 2010; in the data active means inhibition above about 35%
# CCR6 antagonist – CCR6 receptor antagonists, primary screen, cell-based, CHO-K1, luminescence, beta-arrestin, uHTS; 340,000 compounds, 0.49% hits; C-C chemokine receptor type 6 (Homo sapiens), P51684; inhibition, % at 20 µM; CHO-K1 CCR6 PathHunter beta-arrestin, CCL20-stimulated;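 active means compounds whose inhibition of the agonist-driven luminescence signal at 20 µM reaches about 50%, limit read from the data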;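 further: cells stimulated with CCL20 at 14 nM final; plate controls were DMSO with CCL20 for no effect and DMSO without agonist for full effect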
# Target sequence (P51684 whole entry, looked up): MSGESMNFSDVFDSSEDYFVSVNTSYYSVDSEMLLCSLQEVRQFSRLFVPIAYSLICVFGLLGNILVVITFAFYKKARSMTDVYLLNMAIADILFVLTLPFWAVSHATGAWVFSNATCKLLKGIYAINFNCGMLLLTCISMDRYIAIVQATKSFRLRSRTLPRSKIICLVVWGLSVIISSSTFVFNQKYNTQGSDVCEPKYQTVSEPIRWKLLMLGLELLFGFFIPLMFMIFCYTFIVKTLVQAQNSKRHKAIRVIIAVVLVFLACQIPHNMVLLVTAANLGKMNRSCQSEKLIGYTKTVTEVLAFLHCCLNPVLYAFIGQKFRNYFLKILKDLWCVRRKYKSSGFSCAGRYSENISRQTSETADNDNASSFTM
# EBI2 block – EBI2 receptor antagonists, beta-arrestin recruitment, primary screen, cell-based, luminescence, 7a,25-OHC stimulation, uHTS. G-protein coupled receptor 183 (Homo sapiens), P32249. 360,000 compounds, 0.81% hits. 7a,25-OHC stimulated. inhibition, % at 5 µM; in the data active means inhibition above about 38%;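 further: enzyme fragment complementation signal reports receptor beta-arrestin coupling in cells; 0% = agonist plus DMSO wells and 100% = wells without agonist; some results beyond the cut were filed as inactive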
# The depositor's hits bear a star; nt = no result given. Unless noted, no stated cut-off is given here; in the data, active means inhibition above about 50%; inactive means the rest.
# Screens in order: SENP8 block	Apaf1 inhib	UBC13 polyUb	Gli-Sufu block	Jurkat NFkB inh	697 NFkB inh	CCR6 antagonist	EBI2 block
> Nn1c(SCc2ccccc2)nc2c(cnn2-c2ccccc2)c1=O
    22	-3	9	-82	-81	-105	12	0
> O=C(CSC1=NS(=O)(=O)c2cc(F)ccc2N1)NCc1ccccc1
    -18	0	-3	-6	9	10	12	-9
> Cc1cc2c3c(c1)C1(C(=O)N3C(C)(C)CC2C)C(C#N)=C(N)OC2=C1C(=O)CC(C)(C)C2 (centres undefined)
    5	3	-5	38	12	10	5	-3
> COc1ccc(-c2nnc(SCC(=O)Nc3cc(S(=O)(=O)N4CCCCC4)ccc3Cl)n2N)cc1
    -3	-2	2	13	6	-13	4	-6
> CC(C)C(=O)Nc1nnc(COc2ccc(Cl)cc2)s1
    -2	-13	4	-3	-8	-11	-5	9
> COc1cccc(C(C2=C(O)CC(C)(C)CC2=O)C2C(=O)CC(C)(C)CC2=O)c1 (centres undefined)
    -2	1	-8	3	-6	-26	8	2
> COc1ccc2c(c1)c(/C=N/Nc1nc3ccccc3[nH]1)c(C)n2C
    -13	43*	2	12	15	-10	-27	29
> COc1ccccc1-n1c(SCC(=O)Nc2cccc(C(=O)O)c2)nnc1-c1ccccc1O
    7	-7	-14	-42	-9	3	10	-3
> O=C(NC1CCCCC1)c1cc(S(=O)(=O)N2CCOCC2)c(Cl)cc1Cl
    -9	6	-2	1	-6	-13	6	-7
> O=C(c1cc(-c2ccc(Br)cc2)on1)N1CCOCC1
    27	7	3	-14	-136	-157	13	4

# Overlap with the part before: three compounds; new compounds follow.
# Screens in order: SENP8 block	Apaf1 inhib	UBC13 polyUb	Gli-Sufu block	Jurkat NFkB inh	697 NFkB inh	CCR6 antagonist	EBI2 block
> COc1ccccc1-n1c(SCC(=O)Nc2cccc(C(=O)O)c2)nnc1-c1ccccc1O
    7	-7	-14	-42	-9	3	10	-3
> O=C(NC1CCCCC1)c1cc(S(=O)(=O)N2CCOCC2)c(Cl)cc1Cl
    -9	6	-2	1	-6	-13	6	-7
> O=C(c1cc(-c2ccc(Br)cc2)on1)N1CCOCC1
    27	7	3	-14	-136	-157	13	4
> Cc1c(F)cccc1NS(=O)(=O)c1ccc2c(c1)NC(=O)CO2
    3	3	9	-1	3	11	10	-21
> COc1ccccc1-c1cn[nH]c1-c1ccc(OCc2ccccc2F)cc1O
    -1	21	7	5	0	-6	6	14
> CCOC(=O)c1cccc(NC(=O)C2CCN(S(=O)(=O)c3cnc[nH]3)CC2)c1
    3	5	1	-22	1	6	-9	2
> CCOc1ccc(CN(C(=O)c2ccco2)C2CCS(=O)(=O)C2)cc1 (centres undefined)
    -5	0	-4	-77	14	18	8	-14
> CCN(CC)C(=O)Cn1cc(C(=O)C(=O)NCc2cccnc2)c2ccccc21
    -1	1	5	-14	11	1	-6	1
> CC(C)c1ccc(CNc2nc3nc4c(c(=O)n3[nH]2)CCC4)cc1
    9	-4	4	24	10	6	-4	8
> CCCCc1nc2cc(C(=O)N3CCCCC3CC(=O)OCC)ccc2o1 (centres undefined)
    -3	-3	8	-3	-17	-12	5	-7
> Cc1cccc(NC(=O)CCNC(=O)c2ccccc2)c1
    1	-3	-2	-18	5	-2	2	-4
> CC(Sc1ccccc1)C(=O)Nc1ccc(S(=O)(=O)N2CCOCC2)cc1 (centres undefined)
    0	6	-8	-9	-1	3	1	2
> Cc1oc(=O)c(NC(=O)c2ccccc2)cc1C(N)=O
    1	5	-7	17	-13	-5	0	-16
> COc1cc(-c2nc(CN3CCCCC3CCNC(C)=O)c(C)o2)ccc1F (centres undefined)
    0	-3	17	-3	2	14	6	-4
> COc1ccc(CCNC(=O)c2cc3ccccn3n2)c(OC)c1OC
    5	3	0	-6	-3	2	-5	-9
> O=C(Nc1nccs1)c1ccc(COc2c(F)c(F)cc(F)c2F)o1
    -9	-4	8	-1	5	-6	8	-9
> COCC(C)n1c(SCc2ccc(C(=O)OC)o2)nc2ccccc2c1=O (centres undefined)
    1	-3	3	12	-6	0	9	6
> CC1=Nc2ccccc2/C1=C\c1nc(-c2ccc(F)cc2)oc1O
    -13	-6	-116	3	1	-17	19	13
> COc1ccccc1NC(=O)Nc1nc(CC(=O)NCc2ccc(F)cc2)cs1
    -17	18	3	-6	10	16	5	5
> Cc1ccc(CN2C(=O)CCC2C(=O)NCc2ccccc2Cl)cc1 (centres undefined)
    -5	-9	4	-19	-14	6	10	-4
> COc1ccc(C(=O)NC(C)c2csc(C)n2)cc1OC1CCN(C(C)=O)CC1 (centres undefined)
    -2	-1	3	-7	5	2	2	5
> O=C(CN1CCCC1)N1c2ccccc2Sc2ccc(C(F)(F)F)cc21
    2	12	2	9	-2	-7	0	-1
> CC(C)n1nc(C(=O)Oc2cccc(Cl)c2Cl)c2ccccc2c1=O
    2	3	-2	-1	-9	-3	-1	-11
> Cc1cccc(C(=O)NN/C=C/C(=O)c2ccccc2)c1
    -6	4	-17	20	-4	-19	23	8
> CNC(=S)/N=C(/Nc1ccccc1)c1ccccc1
    1	8	-1	-26	-11	-7	7	-1
> CN1C(=O)c2ccc(NC(=O)C3CCCCC3)cc2C1=O
    1	-3	8	-4	-7	-13	-2	-8
> C[C@H](NC(=O)c1[nH]cnc1C(=O)Nc1ccccc1)C(=O)OC(C)(C)C
    -12	20	9	-4	6	-20	10	-32
> Cc1ccc(S(=O)(=O)CCc2nnc(NC(=O)C3CCCCC3)s2)cc1
    1	-13	1	-2	1	7	9	-8
> COc1cc(/C=C2/SC(=S)N(CC(=O)O)C2=O)ccc1OCC(=O)Nc1ccc(C)c(C)c1
    -6	-26	-14	nt	-5	-6	nt	-7
> CSc1ccc(/C=N/n2c(C)cc(C)cc2=O)cc1
    1	1	-2	-54	-49	-22	-26	-14
> COc1ccc(/C(O)=C(\C#N)c2nc3ccccc3n2C)cc1OC
    1	3	-10	-2	-2	-2	2	-6
> NC(=S)NN=C1c2ccccc2-c2ccccc21
    -1	6	23	8	-8	-13	24	10
> O=C(NCC1CCCN(C(=O)c2cccnc2)C1)c1ccc(-c2ccccc2)cc1 (centres undefined)
    -2	1	2	-27	1	0	-2	-6
> Cc1cc(C)nc(SC2c3cccc4cccc(c34)C2NS(=O)(=O)c2ccccc2)n1 (centres undefined)
    -8	20	-13	22	-11	-10	8	7
> CN1CCN(c2nc(-c3ccc(Cl)cc3)nc3ccccc23)CC1
    -4	13	10	12	-8	6	18	-7
> Cc1ccc(NC(=O)CN2CCOCC2)cc1S(=O)(=O)N1CCCCC1
    -8	18	-4	-1	-6	-7	0	7
> Cc1ccc(SCc2ccc(C(=O)NCc3cccnc3)cc2)cc1
    -5	11	12	27	4	-39	6	4
> C/C(=N\NC(=O)c1c(Br)c(C)nn1C)c1cccc(NC(=O)C2CCC2)c1
    1	1	4	-3	-5	11	-19	-7
> CCCCC1(CC(=O)OCC)C(=O)N(c2ccccc2)N(c2ccccc2)C1=O
    -2	9	-2	3	-8	-30	9	7
> O=C(Cc1cccs1)N/N=C/C(Br)=C/c1ccccc1
    8	0	-1	-64	-114	-81	-3	0
> Cc1ccnc(N2CCCC(C(=O)Nc3nnc(C)s3)C2)n1 (centres undefined)
    2	-7	14	-2	7	6	-4	2
> CCOC(=O)N1CCC(NC(=O)C2CCN(C(=O)N3CCOc4ccccc43)CC2)CC1
    -3	11	-20	7	-12	1	-2	3
> COc1ccc(C2C(C#N)=C(N)Oc3cc4c(cc32)OCO4)cc1 (centres undefined)
    -13	-12	3	-14	20	-21	21	2
> O=C(COC(=O)CNC(=O)c1ccc(Br)cc1)Nc1nnc(-c2ccccc2)o1
    3	3	2	13	3	5	4	5
> O=C(CCNC(=O)C1CCN(S(=O)(=O)c2ccc(F)cc2)CC1)NCc1ccccc1
    2	-16	2	6	-3	2	-3	1
> CCOC(=O)/C(C#N)=C/Nc1cc(C(=O)OCC)cc2c(OC)c(OC)ccc12
    13	2	25	-2	16	11	1	28
> CC1CCCN(CCCNC(=O)C2CC(=O)N(CCc3ccccc3)C2)C1 (centres undefined)
    3	12	-2	45	0	-3	3	5
> CC1(c2ccc3ccccc3c2)NC(=O)NC1=O (centres undefined)
    -1	-2	1	-3	0	13	3	3
> O=C(NCc1cccnc1)C1CCCN(S(=O)(=O)c2ccc(Cl)cc2)C1 (centres undefined)
    -3	8	-10	13	-6	-30	-15	2
> O=C(Cn1ncc2c(=O)oc3ccccc3c21)N1CCCN(Cc2ccccc2F)C1
    10	-4	6	-10	-3	-1	2	4
> Cc1ncc([N+](=O)[O-])n1CCOC(=O)NC(NCc1ccccc1Cl)C(Cl)(Cl)Cl (centres undefined)
    -5	12	-19	0	8	-21	14	-2
> C/C(=N\NC(=O)CCC(=O)NCc1ccccc1)c1ccco1
    1	0	5	6	3	18	12	-4
> O=C(Nc1cc(=O)[nH]c(=O)[nH]1)c1cc(Cl)ccc1Cl
    4	-13	-3	-17	9	-64	20	-10

# Additional compounds.
# Screens in order: SENP8 block	Apaf1 inhib	UBC13 polyUb	Gli-Sufu block	Jurkat NFkB inh	697 NFkB inh	CCR6 antagonist	EBI2 block
> Cc1ccc2c(c1)N(Cc1ccc3c(c1)OCO3)C(=O)C(C)O2 (centres undefined)
    -1	-4	2	4	-5	0	9	-5
> COc1ccc(C2CC(c3ccccc3)Nc3nc(N)nn32)cc1 (centres undefined)
    -10	0	-8	6	-14	-7	4	-2
> CC1(C)CC(=O)C(C=NCCN2CCN(C(=S)NC3CCCCC3)CC2)=C(O)C1
    10	-1	0	6	-7	15	5	-6
> Cc1cc(C)c(C#N)c(Nc2ccc3c(c2)OCCO3)n1
    -1	6	9	-14	-5	2	4	-11
> O=C(Nc1ccncc1)Nc1ccc(Cl)cc1
    -13	5	2	-15	-23	-9	-16	-6
> CC(C)(C)c1ccc(OCc2nc(-c3ccccn3)no2)c(Br)c1
    18	30	4	-89	-114	-183	5	-4
> Cc1nnc(CN(C)C(=O)c2cc(COc3ccc(C)c(C)c3)on2)o1
    1	3	7	-12	-8	-4	6	5
> O=C(COc1ccc2ccccc2c1)NC1=NCCS1
    -6	-2	-1	-41	-101	-4	2	11
> O=C(Cc1ccccc1)Nc1ccnn1C1CCN(Cc2ccc(CO)o2)CC1
    5	-5	-6	5	-10	14	-8	-16
> Cn1cccc1/C=N/NC(=O)c1sc2cc(Cl)ccc2c1Cl
    -7	2	-3	nt	-11	-19	nt	nt
> COc1cc(C(=O)NNC(=O)c2ccc(F)cc2)ccc1OCC(=O)N1CCOCC1
    -2	0	18	-4	-9	2	14	1
> COc1ccccc1Nc1nc(-c2cccs2)cs1
    0	2	20	-60	-2	-18	15	-2
> Cc1cccc(CC(=O)Nc2c3c(nn2-c2cccc(Cl)c2)CS(=O)C3)c1 (centres undefined)
    5	-12	16	1	-2	5	-9	-10
> COc1ccc(CNC(=O)CCc2ccc(S(=O)(=O)N3CCCCCC3)cc2)cc1OC
    -6	-8	2	-3	12	1	8	5
> O=C(CCNC(=O)c1ccco1)NCc1ccc(F)cc1
    -3	-4	-2	-6	1	11	1	-4
> CCOC(=O)C1(Cc2cccc(Cl)c2)CCCN(C(=O)c2cc(CC)on2)C1 (centres undefined)
    0	4	3	3	1	14	22	7
> CC(=O)C[C@@H](O)CC(=O)[C@H]1OC(=O)CCCCCCc2ccccc21
    16	-1	3	6	1	15	3	7
> O=C(C1CCN(S(=O)(=O)c2cccc3nsnc23)CC1)N1CCCc2ccccc21
    -6	17	3	1	-2	11	-9	-2
> CC1(C)Cc2c(sc3ncnc(NNC(=S)NCc4ccccc4)c23)CO1
    6	-9	-5	7	45	27	-18	-9

# A portion of the library; the hit share may differ from the screen's.
